# Source: PubChem BioAssay
# STAT3 inh – STAT3 signaling inhibition. U3A cells, IL-6 STAT3-luciferase reporter, luminescence; host cell line lacks STAT1. inhibition, % at 5.5 µM. hit rate 0.89% among 190,000;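 active = inhibition above the mean inhibition across all screened compounds plus 3 SD, cut at about 44% in these data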;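 note: 0% = DMSO only wells and 100% = 100 µM nifuroxazide control wells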
# TLR4 MyD88 comp – inhibitors of human TLR4-MyD88 binding; hit rate 0.18% among 200,000; HeLa CL3-4 TLR4/MyD88 BLA complementation, FRET ratio; AID 861; inhibition, % at 8.4 µM; in the data active = inhibition above about 25%;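 note: 0% = vehicle and 100% = reference inhibitor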
# STAT3 activator – activators of IL-6 induced STAT3 signaling; U3A cells, IL-6 STAT3-luciferase reporter, luminescence; 100% = signal with IL-6 EC80 alone; activation (% of control), % at 5.6 µM; hit rate 0.91% among 190,000; AID 871;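 active = activation above the screen-wide mean of compound activation plus 3 SD, cut at about 130% in these data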;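 note: 0% = background luminescence of wells with medium and substrate only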
#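 Test system: STAT3-luciferase reporter U3A cells; Detection: reporter luminescence signal; Times: 1 h compound pre-exposure, 6 h IL-6 stimulation, 37 °C; Benchmarks: IL-6-only high control; Also added: IL-6 stimulus at 33 ng/mL final.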
# STAT1 inh – reduces IFN-gamma driven STAT1 reporter signal; hit rate 0.35% among 200,000; NIH 3T3 STAT1-luciferase reporter, luminescence; AID 920; inhibition, % at 5.5 µM;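 active = inhibition above a set limit, the mean inhibition across all tested compounds plus 3 SD, cut at about 34% in these data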;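 note: 0% = IFN-gamma with DMSO and 100% = IFN-gamma with 300 µM nifuroxazide; values of inactives mirror those of a sister screen read the other way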
# PPARg SRC-1 ag – promotes SRC-1 coactivator recruitment by human PPARgamma. P37231. PPARgamma-SRC-1 coactivator recruitment biochemical assay. activation, % at 8 µM. hit rate 0.41% among 200,000. AID 631; in the data active = activation above about 19%;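 note: 0% = DMSO and 100% = reference agonist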
# Target sequence (P37231 whole entry, looked up): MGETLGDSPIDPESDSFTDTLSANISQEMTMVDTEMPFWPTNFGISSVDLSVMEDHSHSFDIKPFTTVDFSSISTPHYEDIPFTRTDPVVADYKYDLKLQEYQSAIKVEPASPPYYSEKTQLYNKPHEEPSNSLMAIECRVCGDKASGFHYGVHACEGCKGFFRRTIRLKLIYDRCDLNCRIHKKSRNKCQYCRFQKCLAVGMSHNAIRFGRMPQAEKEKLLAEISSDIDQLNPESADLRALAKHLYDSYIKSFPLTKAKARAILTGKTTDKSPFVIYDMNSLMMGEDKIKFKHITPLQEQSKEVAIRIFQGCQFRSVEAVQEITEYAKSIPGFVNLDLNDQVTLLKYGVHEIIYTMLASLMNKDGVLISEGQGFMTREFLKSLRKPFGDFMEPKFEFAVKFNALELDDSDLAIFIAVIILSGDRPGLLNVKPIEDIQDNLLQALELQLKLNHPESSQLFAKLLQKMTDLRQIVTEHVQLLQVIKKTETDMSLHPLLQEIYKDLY
# S1P3 antag – blocks the human S1P3 receptor. AID 485. hit rate 0.27% among 170,000. inhibition, % at 4.98 µM. Q99500. CHO S1P3 NFAT-BLA reporter, FRET fluorescence, antagonist mode;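 active = inhibition above the plate cutoff, the mean inhibition of test wells on that plate plus 3 SD, cut at about 28% in these data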;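 note: cells challenged with S1P at its EC80 of 0.8 µM; blue over green emission ratio from cleaved BLA substrate after 4 h stimulation; 0% = S1P-stimulated wells and 100% = unstimulated DMSO-only wells; some compounds past the cut are filed as inactive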
# ROMK mod – modulators of human ROMK potassium channel; P48048; Tet-inducible ROMK, thallium flux fluorescence; actives lie on both sides; AID 1918; hit rate 2% among 130,000; B-score at 10 µM;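 active = signal ratio slope over the read window, or its plate-corrected B-score, at least 3 SD from the plate mean, either direction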;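 note: B-score of the F/F0 ratio slope over 7 to 12 s after thallium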
# Target sequence (P48048 whole entry, looked up): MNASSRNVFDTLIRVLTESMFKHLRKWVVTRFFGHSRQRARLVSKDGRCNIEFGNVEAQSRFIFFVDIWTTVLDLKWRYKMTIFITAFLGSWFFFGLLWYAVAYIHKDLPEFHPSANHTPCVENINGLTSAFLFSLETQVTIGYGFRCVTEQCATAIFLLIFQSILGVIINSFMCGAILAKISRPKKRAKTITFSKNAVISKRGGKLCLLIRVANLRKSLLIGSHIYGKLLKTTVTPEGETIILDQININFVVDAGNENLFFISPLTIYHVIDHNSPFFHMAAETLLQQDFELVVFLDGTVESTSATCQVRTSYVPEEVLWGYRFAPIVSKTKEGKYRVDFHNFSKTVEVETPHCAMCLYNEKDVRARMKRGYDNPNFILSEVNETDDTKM
# PPARg SRC-2 ag – agonists of SRC-2 recruitment by human PPARgamma | activation, % at 8 µM | hit rate 0.34% among 200,000 | PPARgamma LBD-SRC-2 recruitment, biochemical | AID 1032 | P37231; in the data active = activation above about 22%;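 note: 0% = vehicle and 100% = reference agonist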
# PPARg SRC-3 ag – PPARgamma-driven SRC-3 recruitment agonism; hit rate 0.26% among 200,000; activation, % at 8 µM; biochemical PPARgamma/SRC-3 coactivator recruitment assay; in the data active = activation above about 23%;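 note: 0% = DMSO and 100% = reference agonist; some compounds past the cut are filed as inactive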
# RAM inhibit – yeast RAM network inhibition | S. cerevisiae dse1pr::URA3 reporter, 5-FOA growth OD615, 2 d; analog-sensitive cbk1-as2 kinase mutant strain | inhibition, % at 50 µM | hit rate 1.8% among 190,000;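 active = inhibition above a set limit, 3 SD over mean compound inhibition, cut at about 8.4% in these data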;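 note: 0% = DMSO-only wells with no growth and 100% = 10 µM 1-NA-PP1 full growth; inhibition rescues growth on 5-FOA so higher OD means more RAM inhibition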
# SRC2 TRFRET art – counter-screen for PPARgamma SRC-2 recruitment agonists: TR-FRET artefact. active compounds read high. TR-FRET ratio at 8 µM. hit rate 0.4% among 200,000. AID 1049; in the data active = TR-FRET ratio above about 2000; note: inactives centre near 1500
# Active calls of the source: *; · = no result given.
# Start of the listing, in advance, 13 compounds:
SMILES,STAT3 inh,TLR4 MyD88 comp,STAT3 activator,STAT1 inh,PPARg SRC-1 ag,S1P3 antag,ROMK mod,PPARg SRC-2 ag,PPARg SRC-3 ag,RAM inhibit,SRC2 TRFRET art
Cc1cc(C)cc(NC(=O)CSc2ncc(S(=O)(=O)c3ccccc3)c(=O)[nH]2)c1,-2,-10,102,-11,-5,-6,-0.035,0,-5,6.4,1446
COc1ccccc1C(=O)N1CCN=C1SC,-15,4,117,-1,10,4,·,6,-6,0.6,1658
CCN1CCN(S(=O)(=O)c2ccc(C)c([N+](=O)[O-])c2)CC1,-3,-3,98,3,-3,1,·,-9,-10,1.3,1404
CC(C)c1ccc(CNC(=O)CCc2ccccc2)cc1,3,-8,102,-6,9,-2,-0.064,-3,6,1.4,1566
CCOC(=O)c1c(-c2ccc(C)o2)csc1NC(=O)CN1CCN(CC)CC1,6,2,98,0,2,-23,-1.9,-3,-10,1.9,1350
CC(C)C1Cc2c(sc3c2c(=O)n(-c2ccccc2)c2nncn32)CO1 (stereo unspecified),-2,-1,103,-1,-5,·,0.2,12,0,·,1577
COC(=O)c1c(C)noc1-c1cc(C)on1,17,1,89,8,0,·,-0.056,8,-10,0.9,1576
CC1Cn2c(nnc2-c2cccc(Cl)c2)S1 (stereo unspecified),1,2,104,-2,3,11,·,6,10,0.9,1460
CSc1nsc(SCC(=O)N2CCCc3ccccc32)n1,26,7,82,3,2,14,·,10,16,1.1,1689
COc1cc(-n2c(C)nc3cc(C(=O)NCc4ccco4)ccc32)cc(OC)c1OC,18,-5,91,-7,-6,4,2.3,-3,-7,-0.5,1402
CCCCCCC1CC(CSc2ncn[nH]2)OC1=O (stereo unspecified),10,2,98,1,-2,-19,-1.1,-7,-3,1.8,1443
Cc1ccc(C(=O)CN2C(=O)C(=O)N(Cc3ccccc3)C2=O)cc1,13,-5,93,-15,6,-5,·,0,-3,7.6,1372
Cc1ccccc1NP(=O)(c1ccccc1)c1nc2ccccc2s1 (stereo unspecified),-21,-2,117,5,6,-6,0.0012,5,5,0.0,1491

# Results, repeating the preview:
SMILES,STAT3 inh,TLR4 MyD88 comp,STAT3 activator,STAT1 inh,PPARg SRC-1 ag,S1P3 antag,ROMK mod,PPARg SRC-2 ag,PPARg SRC-3 ag,RAM inhibit,SRC2 TRFRET art
Cc1cc(C)cc(NC(=O)CSc2ncc(S(=O)(=O)c3ccccc3)c(=O)[nH]2)c1,-2,-10,102,-11,-5,-6,-0.035,0,-5,6.4,1446
COc1ccccc1C(=O)N1CCN=C1SC,-15,4,117,-1,10,4,·,6,-6,0.6,1658
CCN1CCN(S(=O)(=O)c2ccc(C)c([N+](=O)[O-])c2)CC1,-3,-3,98,3,-3,1,·,-9,-10,1.3,1404
CC(C)c1ccc(CNC(=O)CCc2ccccc2)cc1,3,-8,102,-6,9,-2,-0.064,-3,6,1.4,1566
CCOC(=O)c1c(-c2ccc(C)o2)csc1NC(=O)CN1CCN(CC)CC1,6,2,98,0,2,-23,-1.9,-3,-10,1.9,1350
CC(C)C1Cc2c(sc3c2c(=O)n(-c2ccccc2)c2nncn32)CO1 (stereo unspecified),-2,-1,103,-1,-5,·,0.2,12,0,·,1577
COC(=O)c1c(C)noc1-c1cc(C)on1,17,1,89,8,0,·,-0.056,8,-10,0.9,1576
CC1Cn2c(nnc2-c2cccc(Cl)c2)S1 (stereo unspecified),1,2,104,-2,3,11,·,6,10,0.9,1460
CSc1nsc(SCC(=O)N2CCCc3ccccc32)n1,26,7,82,3,2,14,·,10,16,1.1,1689
COc1cc(-n2c(C)nc3cc(C(=O)NCc4ccco4)ccc32)cc(OC)c1OC,18,-5,91,-7,-6,4,2.3,-3,-7,-0.5,1402
CCCCCCC1CC(CSc2ncn[nH]2)OC1=O (stereo unspecified),10,2,98,1,-2,-19,-1.1,-7,-3,1.8,1443
Cc1ccc(C(=O)CN2C(=O)C(=O)N(Cc3ccccc3)C2=O)cc1,13,-5,93,-15,6,-5,·,0,-3,7.6,1372
Cc1ccccc1NP(=O)(c1ccccc1)c1nc2ccccc2s1 (stereo unspecified),-21,-2,117,5,6,-6,0.0012,5,5,0.0,1491
CCOc1ccc(CN2C(=O)CCC2(C)C(=O)NCc2cccnc2)cc1 (stereo unspecified),2,-4,98,-4,9,-37,·,1,4,-1.1,1681
Cc1cccc(N2C(=O)CC(Sc3ncn[nH]3)C2=O)c1 (stereo unspecified),19,7,89,16,-4,1,-0.51,6,-2,0.2,1367
O=C(NCCCn1ccnc1)/C(=C/c1ccco1)NC(=O)c1ccccc1,2,4,107,5,-3,·,·,-7,-10,·,1524
CCOC(=O)C1CCCN(C(=O)c2cccc([N+](=O)[O-])c2C)C1 (stereo unspecified),7,-4,100,-9,-4,-1,·,2,1,0.8,1611
O=C(N/N=C/c1ccc(F)cc1)c1sccc1OCc1ccc(F)cc1,17,2,92,-2,7,·,·,-1,-8,2.3,1599
CC1CCCCN1C(=O)Cn1cc(C(=O)c2ccco2)c2ccccc21 (stereo unspecified),3,-4,101,2,2,96*,·,3,9,-0.7,1530
CCN(CC)C(=O)c1sc2nc(-c3cccs3)cc(-c3ccc(Cl)cc3)c2c1N,8,7,96,15,7,·,·,5,14,9.2*,1751
S=C(c1ccc(-c2cc(Cl)ccc2Cl)o1)N1CCCCC1,0,11,102,1,0,-2,-1.4,-8,2,12*,1432
O=C(CN1C(=O)C2C3C=CC(C3)C2C1=O)NCC1COc2ccccc2O1 (stereo unspecified),5,5,100,-6,4,14,·,3,1,1.5,1541
COc1cc(OC)cc(C(=O)N=c2sc3ccccc3n2C)c1,-10,0,110,-43,3,7,0.51,10,3,6.5,1838
CCCOc1cccc(C(=O)NC(=S)Nc2ccccc2)c1,-2,-21,104,-18,1,9,-0.0073,1,2,7.4,1516
CCOC(=O)C1=C(N)OC2=C(C(=O)CC(C)(C)C2)C1c1ccc(CC)s1 (stereo unspecified),16,-7,90,-6,6,-14,·,1,1,1.5,1450
CCOC(=O)c1cc2n(c1N)-c1ccccc1C2=O,1,-9,103,0,7,-12,·,5,10,3.6,1675
CSc1ccc(C2Nc3ccccc3-c3cc(C)nn32)cc1 (stereo unspecified),13,5,98,-2,2,-15,·,1,-1,1.3,1508
C=CCn1c(NCc2cc(C)ccc2O)nc2ccccc21,6,-3,99,-4,8,9,·,19,3,-0.7,1758
O=C(CSCC(=O)NC1CCCC1)Nc1ccccc1,6,-2,96,3,3,0,·,1,2,1.0,1626
Cc1cc(C)cc(NC(=S)N2CCC(N(C)CC3CCCO3)CC2)c1 (stereo unspecified),12,-6,95,1,-1,5,-0.88,1,0,1.0,1415
Cc1ccc(CN(C)C(=O)CC2C(=O)NCCN2CC2CCCCC2)cc1 (stereo unspecified),3,-5,101,-7,2,-9,-2.5,-2,-3,-0.2,1270
Cc1nc2ncnn2c(C)c1CCC(=O)Oc1ccccc1,13,1,97,6,1,-19,·,5,-1,0.5,1535
O=C(CC1CCCCC1)NCc1ccc(F)cc1,-6,-2,112,-25,1,-4,-0.027,6,3,-0.2,1648
CCC(C)(C)N=C(NC#N)Nc1cccnc1,·,·,·,·,-10,-1,·,-3,0,·,1225
CCC(C)NC(=O)C1c2ccccc2C(=O)N1Cc1cc(OC)ccc1OC (stereo unspecified),1,8,104,8,5,-12,·,-1,-1,5.6,1640
CCOc1cc(C)c(S(=O)(=O)Nc2ccc(F)cc2)cc1C,21,3,87,4,-5,·,-0.41,2,-14,13*,1511
O=C(c1ccc(-c2ccccc2)cc1)N1CCN(Cc2ccccn2)CC1,7,8,98,-5,-6,16,-1.7,-13,-20,1.0,1538
CCOC(=O)Cn1c(=O)oc2cc(S(=O)(=O)N3CCN(C(=O)c4ccco4)CC3)ccc21,15,6,94,8,4,-6,0.2,1,2,0.9,1597
CCOC(=O)Cc1c(C)nc2cc(-c3ccc(Cl)cc3)[nH]n2c1=O,-8,10,110,-3,3,2,0.082,12,2,6.6,1611
CCOC(=O)c1c(CSc2ccc(C)cc2)oc2ccc(O)cc12,-1,-14,99,2,0,9,0.76,-8,0,6.8,1544
COc1ccc2oc(=O)c(C(=O)N3CCc4ccccc43)cc2c1,5,-2,99,0,2,-12,0.77,0,7,6.5,1474
O=C(NCCc1ccccc1)C1CCN(S(=O)(=O)c2cccc3nsnc23)CC1,1,-1,104,-10,3,1,·,5,-1,3.3,1615
Cc1ccccc1OCC(O)Cn1c(NCCN(C)C)nc2c1c(=O)n(C)c(=O)n2C (stereo unspecified),19,2,91,0,2,-42,·,-7,1,1.0,1534
CCOC(=O)C(Cc1ccccc1)C(=O)Nc1ccccc1C (stereo unspecified),2,4,102,-6,2,·,·,1,5,-0.1,1424
O=C(COc1ccc(S(=O)(=O)NC2CCCCC2)cc1)NCCC1=CCCCC1,4,6,99,-4,0,·,·,13,6,3.1,1553

# Entries listed so far shown as hits in S1P3 antag:
SMILES	TLR4 MyD88 comp	STAT3 activator	STAT1 inh	PPARg SRC-1 ag	S1P3 antag	ROMK mod	PPARg SRC-2 ag	PPARg SRC-3 ag	RAM inhibit
CC1CCCCN1C(=O)Cn1cc(C(=O)c2ccco2)c2ccccc21 (stereo unspecified)	-4	101	2	2	96*	·	3	9	-0.7

# Later entries.
SMILES,STAT3 inh,TLR4 MyD88 comp,STAT3 activator,STAT1 inh,PPARg SRC-1 ag,S1P3 antag,ROMK mod,PPARg SRC-2 ag,PPARg SRC-3 ag,RAM inhibit,SRC2 TRFRET art
O=[N+]([O-])c1ccccc1S(=O)(=O)n1nnc2ccccc21,32,-1,74,7,0,6,·,10,-3,0.6,1525
C#CCOCCOCCOCCNc1nc(N2CCN(C(=O)[C@H](CCCCN)n3cc([C@@H](N)CC(C)C)nn3)CC2)nc(N2CCN(C(=O)[C@H](CCCCN)n3cc([C@@H](N)CC(C)C)nn3)CC2)n1,·,-15,·,-2,-4,-17,·,-2,-4,-0.5,1437
CCC(=O)Nc1ccc(S(=O)(=O)Nc2ccc(Cl)nn2)cc1,0,2,102,-10,2,-1,1.1,-6,2,0.6,1346
CCOC(=O)C1(Cc2cccc(Cl)c2)CCCN(C(=O)c2cccnc2)C1 (stereo unspecified),2,-2,100,7,2,17,·,3,4,1.1,1629
CCC(Oc1ccccc1)C(=O)N1CC(C)CC(C)C1 (stereo unspecified),-1,-1,104,2,4,2,0.68,5,-2,0.2,1495
Clc1ccc(CNc2ccc(CNc3ncn[nH]3)cc2)cc1,17,-1,89,-7,3,15,-0.38,-2,4,1.1,1337
O=C(O)c1nc(N2CCCCC2)ncc1Cl,0,-11,100,2,-4,·,0.66,5,-2,0.8,1595
C/C(=N/Nc1ccc(F)cc1)c1ccc(Cl)s1,-9,5,111,10,1,-5,0.037,-4,2,0.7,1568
C=CCN(CC=C)S(=O)(=O)c1ccc(C(=O)Nc2nnc(COC)o2)cc1,4,-12,99,-8,0,-1,-0.16,0,-5,-0.2,1460
Cc1cccc(N(CC(=O)N2CCCC2)S(=O)(=O)c2ccccc2)c1,-1,6,104,5,-1,14,·,-6,12,0.5,1459
